Compound activity as filed in PubChem BioAssay.
Cdc42 wt GTP – human Cdc42 wildtype GTP binding change, either direction | P60953 | GST-Cdc42 beads, Bodipy-GTP binding, flow cytometry; actives lie on both sides | percent activity (GTP binding), % at 10 µM | actives 0.2% (n = 190,000);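 active = percent activity GTP binding at least 20 points away from the 100% baseline, either down as inhibitor or up as activator; inconclusive = compound flagged as likely green fluorescent from well-wide comparison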;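 note: median bead fluorescence of bound Bodipy-FL-GTP at 100 nM; 0% = excess unlabeled GTP control and 100% = no compound control; below 100% means less GTP binding so inhibitor and above means activator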
Target sequence (P60953 whole entry, looked up): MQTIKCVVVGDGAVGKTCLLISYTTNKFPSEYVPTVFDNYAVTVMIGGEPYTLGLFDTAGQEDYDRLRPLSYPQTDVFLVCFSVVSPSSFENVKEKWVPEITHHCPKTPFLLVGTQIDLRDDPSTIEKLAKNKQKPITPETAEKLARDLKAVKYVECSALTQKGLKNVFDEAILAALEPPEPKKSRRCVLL
Avidin fluor – compound fluoresces at 488/530 nm on avidin beads; compound fluorescence 488/530 nm, flow cytometry; stronger effect = higher value; fluorescence (KMESF) at 10 µM; actives 0.38% (n = 220,000); in the data active = fluorescence above about 47; note: inactives centre near 10
Rac1 wt modul – alters GTP binding to wildtype human Rac1; P63000; GST-Rac1 beads, fluorescent GTP binding, flow cytometry; actives lie on both sides; 0 = cold GTP competed, 100 = untreated; GTP binding activity (% of control), % at 10 µM; actives 0.27% (n = 190,000); AID 757;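 active = GTP binding activity at least 20 points away from the 100% control level, either lower or higher; inconclusive = compound flagged as likely green fluorescent, judged across all proteins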
Mcl1-Noxa inh – Mcl-1/Noxa interaction inhibition | TR-FRET Mcl-1/Noxa peptide binding, 2 h | Q07820 | actives 1.5% (n = 220,000) | inhibition, % at 21.7 µM;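 active = compounds that cut the protein-peptide binding signal by more than 50% relative to plate controls in a single-dose test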;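 note: His-tagged Mcl-1 with rhodamine Noxa BH3 peptide and terbium anti-His antibody; 0% = Mcl-1 plus Noxa peptide wells and 100% = peptide-only wells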
Target sequence (Q07820 whole entry, looked up): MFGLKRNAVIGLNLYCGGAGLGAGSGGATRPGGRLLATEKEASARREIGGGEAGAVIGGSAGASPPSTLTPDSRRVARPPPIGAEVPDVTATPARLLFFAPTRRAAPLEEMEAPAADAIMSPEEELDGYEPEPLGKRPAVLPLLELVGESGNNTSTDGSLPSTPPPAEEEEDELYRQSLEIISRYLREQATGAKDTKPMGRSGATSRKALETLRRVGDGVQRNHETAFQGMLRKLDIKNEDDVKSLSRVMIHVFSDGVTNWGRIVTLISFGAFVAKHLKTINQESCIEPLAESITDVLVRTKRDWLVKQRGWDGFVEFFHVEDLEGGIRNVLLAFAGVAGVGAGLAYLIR
HRas wt GTP bind – modulators of GTP binding to human HRas wildtype; P01112; GST-Ras wt beads, Bodipy-FL-GTP binding, flow cytometry; actives lie on both sides; GTP binding activity, % at 10 µM; actives 0.14% (n = 190,000);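 active = GTP binding activity at least 20% away from the 100% baseline, either lowered as inhibitor or raised as activator; inconclusive = flagged as likely green fluorescent, judged across all proteins in the well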;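 note: 0% = unlabeled GTP competition control and 100% = no-compound control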
Target sequence (P01112 whole entry, looked up): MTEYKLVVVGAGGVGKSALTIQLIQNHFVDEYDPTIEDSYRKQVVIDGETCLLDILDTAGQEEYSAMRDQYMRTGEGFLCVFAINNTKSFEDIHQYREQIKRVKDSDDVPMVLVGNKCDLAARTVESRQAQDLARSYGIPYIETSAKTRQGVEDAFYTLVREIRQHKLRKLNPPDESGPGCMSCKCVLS
Pf gamet viab – kills late stage P. falciparum gametocytes; P. falciparum stage V gametocytes, ATP luminescence, 24 h; inhibition, % at 10.9 µM; actives 0.065% (n = 150,000); AID 743093;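 active = inhibition above the mean plus 3 SD of compounds within the control limits, set per campaign, cut at about 38% in these data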;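 note: 0% = DMSO wells and 100% = medium only without gametocytes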
GSH bead fluor – compound fluoresces at 488/530 nm on GSH beads. GSH beads flow cytometry, compound fluorescence 488/530 nm; stronger effect = higher value. actives 0.25% (n = 190,000). fluorescence (KMESF) at 10 µM. AID 1776; in the data active = fluorescence above about 89;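 note: glutathione beads carrying GST-tagged Bcl family fusion proteins plus one bare bead set; values are compound well signal with DMSO vehicle wells as background; inactives centre near 16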
Rab7 wt GTP bind – dog Rab7 wildtype GTP binding, inhibitors and activators; GST-Rab7 beads, fluorescent GTP binding, flow cytometry; actives lie on both sides; untreated = 100%, excess cold GTP = 0%; GTP binding activity (percent of control), % at 10 µM; actives 0.055% (n = 190,000);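 active = fluorescent GTP binding to Rab7 beads changed by at least 20 points from the 100% baseline, either direction, mostly lower; inconclusive = compound itself probably fluorescent, or too few beads counted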;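 note: median green fluorescence of bound Bodipy-FL-GTP per Rab7 bead population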
Rab2 wt GTP – changes GTP binding to wildtype dog Rab2A, up or down; GTP binding activity, % at 10 µM; P61105; GST-Rab2 wt beads, Bodipy-GTP binding, flow cytometry; actives 0.19% (n = 190,000); AID 760;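 active = GTP binding activity at least 20 points away from 100%, either lowered or raised; inconclusive = signal likely due to the compound's own green fluorescence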;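 note: 0% = beads with excess unlabeled GTP and 100% = no-compound control corrected for plate trend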
Rac1 act GTP bind – modulators of GTP binding to human Rac1 activated mutant | GST-Rac1 activated beads, fluorescent GTP binding, flow cytometry; actives lie on both sides; 100% means binding = to untreated wells | percent activity (GTP binding), % at 10 µM | actives 0.11% (n = 190,000) | AID 764;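 active = GTP binding at least 20 percentage points away from the 100% baseline, in either direction, so actives lie on both sides; inconclusive = Compound likely fluorescent itself, or too few beads counted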
Mcl1-Bid inh – Mcl-1/Bid interaction inhibition; Q07820; TR-FRET Mcl-1/Bid-Dy647 peptide binding, 1536-well; inhibition, % at 21.7 µM; actives 0.97% (n = 220,000); AID 1021;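 active = compounds that cut the binding signal by more than half at the single screening dose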;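 note: His-tagged Mcl-1 with europium anti-His antibody binding Bid BH3 peptide; 0% = Mcl-1 plus peptide wells and 100% = peptide-only wells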
* marks the source's active call; other numbers are inactive results; ? = inconclusive; · = no result given. Not a hit list. About 3% of those tested had a hit in this group.

(1) CCC(=O)Nc1cccc(C(=O)/C=C/c2ccccc2)c1
(2) CCc1ccccc1NC(=O)CN(C)C(=O)Cn1cc(C(F)(F)F)cc(Cl)c1=O
(3) O=C(COC(=O)/C=C/c1ccc2c(c1)OCO2)Nc1ccccc1
(4) COC(=O)CC1COc2ccccc2N1C(=O)c1ccc(OC)cc1 (stereo not given)
(5) CCN(CC)S(=O)(=O)c1ccc(NC(=O)c2ccc(Sc3nncn3C)c([N+](=O)[O-])c2)cc1
(6) Cc1ccnc(N2CCC(C(=O)NNC(=O)c3ccccc3)CC2)n1
(7) O=C1CC(c2ccccc2)NC(=O)N1 (stereo not given)
(8) CC12C=CC(=O)C=C1CCC1C3CCC(O)(C(=O)CO)C3(C)CC3OC312 (stereo not given)
(9) O=C(N/N=C/c1ccncc1)C1C2CCCCCCC21 (stereo not given)
(10) O=C(NCCn1cc(SCC(=O)N2CCOCC2)c2ccccc21)c1c(F)cccc1F

screen / no.	1	2	3	4	5	6	7	8	9	10
Cdc42 wt GTP	96	91	89	99	99	100	91	100	99	95
Avidin fluor	10	8	12	21	13	9	2	11	4	11
Rac1 wt modul	96	93	91	102	102	103	92	101	104	99
Mcl1-Noxa inh	2	-2	11	3	9	15	-2	9	12	0
HRas wt GTP bind	98	91	92	98	98	100	94	95	102	100
Pf gamet viab	·	21	·	-9	·	-25	-18	24	-22	·
GSH bead fluor	9	15	9	16	21	9	53	11	24	12
Rab7 wt GTP bind	96	99	98	97	99	99	96	93	102	102
Rab2 wt GTP	95	92	88	97	95	99	93	98	97	97
Rac1 act GTP bind	95	94	86	98	98	100	93	95	101	96
Mcl1-Bid inh	-16	-19	-15	3	-5	-10	-4	-20	8	-39

(11) CCOc1ccc(C(=O)N2CCN(c3cccc(C)c3C)CC2)cc1
(12) CS(=O)(=O)N(CC(=O)NCC1CCCO1)c1cccc(Cl)c1 (stereo not given)
(13) Nc1ncn(C23CC4CC(CC(C4)C2)C3)n1
(14) O=C(CN1CCCCCC1)Nc1ccc(Br)cc1
(15) O=C(C1=C[C@@H](C2CC2)C[C@@H](OCCCCO)O1)N1CCOCC1
(16) O=C(N/N=C(/c1ccccc1)c1ccncc1)c1ccc2c(c1)OCO2
(17) CC1CCN(c2ccc(C(=O)NCCc3ccccc3)cn2)CC1
(18) CCSc1nc(-c2ccccc2)nc2c1CCCC2
(19) Cc1c(Cl)cnc(NC(=O)COC(=O)c2cc3c(s2)CCC(C)C3)c1Cl (stereo not given)
(20) O=[N+]([O-])c1cccc(/C=C/c2nc(C=Nc3ccccc3)c(O)o2)c1

screen / no.	11	12	13	14	15	16	17	18	19	20
Cdc42 wt GTP	?	99	100	101	98	104	98	96	100	100
Avidin fluor	24	23	11	14	7	23	4	11	20	5
Rac1 wt modul	?	102	104	102	98	105	98	98	100	98
Mcl1-Noxa inh	-24	-12	7	-5	0	-12	2	4	10	23
HRas wt GTP bind	?	97	102	103	96	102	97	96	97	100
Pf gamet viab	14	-5	5	2	-3	6	·	7	·	·
GSH bead fluor	15	66	26	34	21	10	38	9	15	46
Rab7 wt GTP bind	?	97	100	103	98	99	99	91	99	100
Rab2 wt GTP	?	96	104	101	95	103	98	96	96	101
Rac1 act GTP bind	?	96	101	98	94	104	95	95	95	93
Mcl1-Bid inh	1	-10	0	-20	-4	-7	5	-10	-14	9

(21) CCS(=O)(=O)N1CCc2cc(OC)c(OC)cc2C1
(22) Cc1cc(C)c(S(=O)(=O)c2ccccc2C)c(N(C)C)n1
(23) CN1CCC(N(C)C(=S)NCCc2ccccc2)CC1
(24) CCOC(=O)C1(CCOc2ccccc2)CCN(CCCn2cccn2)CC1
(25) Cc1nn(-c2ccccc2)c(Cl)c1/C=C/C(=O)c1ccc(O)cc1
(26) CCN(CC)c1ccc(NC(=O)CN2C(=O)CSc3ncccc32)c(C)c1
(27) C/C(CC(=O)Nc1ccc(N(C)C)cc1)=N\NC(=O)Cc1csc(N)n1
(28) c1ccc(CNc2ncnc3ccccc23)cc1
(29) c1ccc(-c2nccc(-c3ccc(-n4cnc5ccccc54)cc3)n2)cc1
(30) Clc1ccc(COn2c(-c3ccc(Cl)cc3Cl)nc3ncccc32)cc1

screen / no.	21	22	23	24	25	26	27	28	29	30
Cdc42 wt GTP	102	100	98	99	99	102	103	99	106	104
Avidin fluor	39	30	12	3	7	8	11	20	10	26
Rac1 wt modul	105	98	99	100	100	107	107	99	107	108
Mcl1-Noxa inh	-3	5	19	4	34	19	33	20	-117	1
HRas wt GTP bind	99	97	96	99	99	103	102	98	105	101
Pf gamet viab	·	-2	·	16	-2	·	-4	-15	·	·
GSH bead fluor	21	17	21	11	18	23	6	11	7	21
Rab7 wt GTP bind	97	96	97	104	99	97	103	100	103	98
Rab2 wt GTP	104	97	100	101	100	101	100	99	103	100
Rac1 act GTP bind	98	97	98	96	100	99	99	97	100	101
Mcl1-Bid inh	5	5	-22	-33	-49	-28	-71	-9	55*	-12

(31) Cc1nn(-c2ccccn2)c(C)c1Oc1ccccc1O
(32) O=C(NC1CCCC1)C(c1cccnc1)N(C(=O)c1csnn1)C1CC1 (stereo not given)
(33) COc1ccc(S(=O)(=O)N2CC(O)CC2C(=O)OCc2nc3sc(C)c(C)c3c(=O)[nH]2)cc1 (stereo not given)
(34) CCc1nnc(NS(=O)(=O)c2ccc(NC(=S)NC(=O)c3ccccc3)cc2)s1
(35) Cc1ccc(-c2nc(N)n(C(=O)c3cccs3)n2)cc1
(36) O=C(Cn1c(-c2ccccc2)c[n+]2ccsc12)c1ccccc1
(37) Cc1ccc(-c2noc(CCC(=O)N3CCN(c4cccc(C(F)(F)F)c4)CC3)n2)cc1
(38) FC(F)(F)c1cc(C(F)(F)F)c2ccc(N/N=C/c3cccc(Cl)c3)nc2n1
(39) CCCn1c(SCC(=O)NCc2ccccc2)n[nH]c1=O
(40) COc1cccc(/C=N\NC(=O)Cn2nnc3ccccc32)c1O

screen / no.	31	32	33	34	35	36	37	38	39	40
Cdc42 wt GTP	99	104	96	91	96	96	95	99	96	92
Avidin fluor	8	35	5	1	4	14	15	13	27	10
Rac1 wt modul	106	103	98	95	98	101	98	100	98	93
Mcl1-Noxa inh	-4	-11	21	16	11	5	11	-22	30	-21
HRas wt GTP bind	99	102	98	94	100	100	95	99	97	95
Pf gamet viab	·	-11	0	8	·	7	-9	·	11	-11
GSH bead fluor	7	18	12	6	11	23	45	19	15	9
Rab7 wt GTP bind	98	104	98	95	102	106	96	101	106	104
Rab2 wt GTP	101	102	96	91	99	101	95	99	99	99
Rac1 act GTP bind	104	102	97	93	96	97	94	97	97	92
Mcl1-Bid inh	-53	-5	-58	-37	-19	-3	-8	22	-11	-43

(41) O=C(NNS(=O)(=O)c1ccccc1[N+](=O)[O-])c1ccccc1Cl
(42) c1ccc(CCn2cnc3ccccc32)cc1
(43) CCOc1cc(/C=C2\C(=O)ON=C2C)ccc1OCc1ccccc1
(44) Cc1ccc(Cl)cc1N1CCN(C(=O)C2CCN(c3nnc(-n4cccc4)s3)CC2)CC1
(45) O=c1cc(CSc2nnc3ccccn23)c2c(ccc3ccccc32)o1
(46) Cc1ccc(/C=C(\NC(=O)c2ccccc2)C(=O)NCC2CCCO2)o1 (stereo not given)
(47) Cc1[nH]c(=O)[nH]c(=O)c1NC(=O)CSc1ncccc1-c1nc2ccccc2[nH]1
(48) O=C1OC(c2ccc3c(c2)OCO3)N(C(=O)c2ccc(Cl)c(Cl)c2)c2ccccc21 (stereo not given)
(49) CC(C)=CC(=O)OCC(=O)Nc1ccc(SC(F)F)cc1
(50) Cc1cccc(CS(=O)(=O)Cc2ccc(C(=O)NCc3ccco3)o2)c1

screen / no.	41	42	43	44	45	46	47	48	49	50
Cdc42 wt GTP	95	100	94	96	102	97	107	97	91	100
Avidin fluor	7	3	10	8	4	11	6	7	9	6
Rac1 wt modul	100	102	96	100	107	98	103	100	93	105
Mcl1-Noxa inh	24	8	17	3	22	5	23	3	17	5
HRas wt GTP bind	96	99	97	96	101	93	101	98	93	99
Pf gamet viab	-15	20	-15	·	·	·	·	10	20	-3
GSH bead fluor	10	11	14	23	10	16	17	14	23	14
Rab7 wt GTP bind	98	96	95	99	101	92	102	99	99	97
Rab2 wt GTP	95	97	96	99	100	91	103	98	95	100
Rac1 act GTP bind	97	99	96	97	100	92	98	99	91	101
Mcl1-Bid inh	1	-34	48	2	-3	-5	5	-6	-4	-39

(51) Cc1ccc(SCc2cc(=O)[nH]c(Nc3nc(C)c4cccc(C)c4n3)n2)cc1
(52) CC1C/C(=N\NC(=O)c2ccc(NS(=O)(=O)c3ccc(Br)cc3)cc2)CC(C)(C)C1 (stereo not given)
(53) O=c1nc(N/N=C/c2ccccn2)cn[nH]1
(54) COc1ccc(/C=N\n2nnc3ccccc32)cc1
(55) O=C(O)CSc1nnc(-c2ccncc2)n1CCc1ccccc1
(56) O=C(Nc1nnc(SCC(=O)N2CCCc3ccccc32)s1)c1ccc2ccccc2c1
(57) Cc1cc(C)c(CN2CCCC(CNC(=O)c3ccc(F)cc3)C2)c(-n2cccn2)c1 (stereo not given)
(58) c1ccc2c(c1)oc1c(NCC3CCCO3)ncnc12 (stereo not given)

screen / no.	51	52	53	54	55	56	57	58
Cdc42 wt GTP	100	95	102	100	100	96	100	103
Avidin fluor	8	6	9	12	8	8	3	37
Rac1 wt modul	109	101	104	103	100	98	97	102
Mcl1-Noxa inh	13	20	-41	12	11	7	15	25
HRas wt GTP bind	99	97	103	100	101	97	99	100
Pf gamet viab	·	5	·	·	·	4	-10	2
GSH bead fluor	11	11	13	76	53	14	11	26
Rab7 wt GTP bind	106	99	107	100	98	98	95	100
Rab2 wt GTP	101	97	102	99	99	98	97	100
Rac1 act GTP bind	100	95	101	101	97	98	98	99
Mcl1-Bid inh	0	-21	-47	-13	-24	15	-1	11
